MITF inh = blocks human microphthalmia-associated transcription factor; O75030; AlphaScreen MITF homodimerization, bead proximity signal; inhibition, % at 2.6 µM; 0.91% of 650,000 active; AID 1259374; in the data active = inhibition above about 50%;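 also: 0% = vehicle wells with protein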
FBW7 act = human FBW7 E3 ligase activation, primary screen. Q969H0. AlphaScreen FBW7–phospho-cyclin E peptide binding, activator screen. normalized activity (activation), % at 26.1 µM. 0.13% of 650,000 active. AID 1259310; in the data active = normalized activity above about 1.9%;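 also: purified mutant Fbw7 with reduced substrate affinity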
Target sequence (Q969H0 whole entry, looked up): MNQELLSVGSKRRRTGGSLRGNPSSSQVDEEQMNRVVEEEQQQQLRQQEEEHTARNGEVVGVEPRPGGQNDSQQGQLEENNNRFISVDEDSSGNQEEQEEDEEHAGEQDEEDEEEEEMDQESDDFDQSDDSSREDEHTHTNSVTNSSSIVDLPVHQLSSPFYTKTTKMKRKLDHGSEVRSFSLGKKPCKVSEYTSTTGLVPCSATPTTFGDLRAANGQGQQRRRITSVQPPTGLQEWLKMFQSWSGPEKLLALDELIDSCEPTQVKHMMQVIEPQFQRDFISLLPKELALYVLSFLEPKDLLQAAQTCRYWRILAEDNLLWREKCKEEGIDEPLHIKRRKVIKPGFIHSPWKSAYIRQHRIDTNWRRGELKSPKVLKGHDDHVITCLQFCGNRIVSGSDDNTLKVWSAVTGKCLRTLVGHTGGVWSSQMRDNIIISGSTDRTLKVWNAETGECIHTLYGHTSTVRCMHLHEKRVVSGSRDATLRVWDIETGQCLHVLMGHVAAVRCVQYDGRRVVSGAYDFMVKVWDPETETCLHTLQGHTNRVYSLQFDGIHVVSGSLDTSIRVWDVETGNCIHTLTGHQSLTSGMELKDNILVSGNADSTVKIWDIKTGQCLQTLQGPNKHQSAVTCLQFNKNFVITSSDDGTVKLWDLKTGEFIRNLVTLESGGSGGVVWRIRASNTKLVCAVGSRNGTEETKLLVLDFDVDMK
GPR151 ag = activators of human GPR151; 1% of 650,000 active; activation, % at 11.2 µM; PathHunter beta-arrestin GPR151 cells, luminescence; AID 1508602; Q8TDV0; in the data active = activation above about 4.9%;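 also: 0% = median of compound wells and 100% = cells with positive control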
TEAD-YAP inh = TEAD-YAP interaction inhibition; HEK-TIYL cells, TEAD-Gal4/YAP UAS-luciferase luminescence; inhibition, % at 9.12 µM; 1.4% of 640,000 active; AID 1259422; in the data active = inhibition above about 32%;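 also: 0% = median of test compound wells and 100% = reference inhibitor wells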
Active calls of the source: *.

Values in the order – MITF inh	FBW7 act	GPR151 ag	TEAD-YAP inh
CCCc1[nH]nc2c1C(c1ccc(OCC)cc1)C(C#N)=C(N)O2 (centres undefined)
  16	0.0	-0.6	3
C=CCn1c(N)c(C(=O)NCCC(C)C)c2nc3ccccc3nc21
  -9	0.2	-0.7	0
CCSc1ccccc1C(=O)Nc1cc(C(C)(C)C)nn1CCO
  -3	0.0	-0.8	-10
Cc1ccccc1NCC(=O)N/N=C\c1ccc(Br)cc1
  13	0.8	0.4	2
CC(NC(=O)C1CCCN(C(=O)c2cc3sccc3n2C)C1)c1ccccc1 (centres undefined)
  0	0.0	0.0	8
NNC(=O)/C(=C/c1ccc([N+](=O)[O-])cc1)NC(=O)c1ccco1
  -1	-0.2	0.3	50*
COc1cccc(NC(=S)N(Cc2ccc(Cl)cc2)Cc2ccc(C(=O)O)cc2)c1
  6	-0.1	-1.0	2
COc1cc(OC)c(NC(=O)c2cnc(N3CCN(c4ncccn4)CC3)c3ccccc23)cc1Cl
  11	0.0	0.2	7
CCOc1ccc(NC(=O)c2sc3ncn(CC(=O)N4CCCC(C)C4)c(=O)c3c2C)cc1 (centres undefined)
  0	-0.2	0.7	1
O=C(NCc1ccc(F)cc1)c1ccc(Cn2cnc3ccccc32)o1
  4	-0.1	1.9	-2
CC(C)NC(=O)Cn1nc2n(CC(=O)NC3CCCCC3C)c3ccccc3n2c1=O (centres undefined)
  0	0.1	-0.3	2
COc1ccc(OC)c(/C=C2/C=C(c3ccc(C)cc3)OC2=O)c1
  -10	0.0	0.2	9
CNC(=O)[C@@H]1C[C@@H](NCc2ccc3ccccc3c2)CN1Cc1cccc(Cl)c1
  9	-0.3	1.1	-8
CCOC(=O)C1CCN(C(=O)COc2cc(C)cc(C)c2C)CC1
  -10	-0.2	1.9	0
Cn1nc(C(C)(C)C)cc1C(=O)N1CCC[C@@H](Cn2cc(C(=O)N3CCOCC3)nn2)C1
  -10	-0.1	-0.4	1
CCC(=O)Nc1nc(-c2ccc(C)c(C)c2)cs1
  7	0.2	-0.2	-59
CCOC(=O)C1=C(C)N=c2s/c(=C/c3ccc(N(C)C)o3)c(=O)n2C1c1ccc(F)cc1 (centres undefined)
  0	0.0	-0.2	8
O=c1oc2ccc([N+](=O)[O-])cc2c(O)c1[N+](=O)[O-]
  11	0.1	-3.2	-7
Cc1ccc(CC(C#N)C(N)=C(C#N)C#N)cc1 (centres undefined)
  8	-0.1	1.1	15
O=C(c1cccc([N+](=O)[O-])c1)N1CCc2ccccc21
  14	0.1	-0.9	14

Given with bars between the fields: entries from further up
compound | MITF inh | FBW7 act | GPR151 ag | TEAD-YAP inh
Cn1nc(C(C)(C)C)cc1C(=O)N1CCC[C@@H](Cn2cc(C(=O)N3CCOCC3)nn2)C1 | -10 | -0.1 | -0.4 | 1
CCC(=O)Nc1nc(-c2ccc(C)c(C)c2)cs1 | 7 | 0.2 | -0.2 | -59
CCOC(=O)C1=C(C)N=c2s/c(=C/c3ccc(N(C)C)o3)c(=O)n2C1c1ccc(F)cc1 (centres undefined) | 0 | 0.0 | -0.2 | 8

New compounds follow:
Values in the order – MITF inh	FBW7 act	GPR151 ag	TEAD-YAP inh
O=C1NC2(CCN(S(=O)(=O)c3cccc(F)c3)CC2)C(=O)N1Cc1ccccc1
  19	0.2	-1.5	17
CN(C)c1ccccc1-c1cncc(-c2cccs2)n1
  1	-0.2	-0.3	-9
CCCc1cc(C(=O)Cc2cc3ccccc3o2)c(O)cc1OC
  -1	-0.1	-0.5	8
CC(C)N(CCNC(=O)c1cccc(Nc2nc3ccccc3n2C)n1)C(C)C
  5	-0.4	-1.7	3
CCc1ccc(NC(=O)C(=O)NCC2CCCN2S(=O)(=O)c2cc(C)ccc2C)cc1 (centres undefined)
  0	0.1	1.3	-2
COc1ccc(S(=O)(=O)Nc2ccc(O)c3ccccc23)cc1[N+](=O)[O-]
  -2	-0.5	-1.3	-1
CCn1c(SCC(=O)Nc2nc3c(s2)CCCC3)nnc1-c1ccco1
  -9	0.6	0.1	-5
CC(C)(C)c1ccc(C(=O)C2CCCN(C(=O)CCC3=NNC(=O)CC3)C2)cc1 (centres undefined)
  0	0.1	0.7	-3
CCc1ccc(NC(=O)CSc2nc3ccc([N+](=O)[O-])cc3[nH]2)cc1
  2	0.0	1.5	14
CC1CN(c2nc3c(c(=O)[nH]2)CCN(Cc2cccnc2)C3)CC(C)O1 (centres undefined)
  30	0.0	-0.5	-2
CCCc1nc2cccnc2n1C1CCN(C(=O)c2cc3c([nH]c2=O)CCCC3)CC1
  -4	0.3	0.5	8
Cc1ccc(C(=O)Nc2cccc(Cl)c2Cl)cc1
  5	0.1	-2.3	-33
COc1ccc(C2CC(=O)C3=C(C2)Nc2ncnn2C3c2ccccc2)cc1 (centres undefined)
  20	1.1	-0.2	10
Cc1nc2ccccc2c(=O)n1NC(=O)c1c(O)c2cccc3c2n(c1=O)CCC3
  4	-0.1	1.7	5
CCOc1ccc(NC(=O)C(=O)N/N=C/c2cccc(OC)c2)cc1
  -6	-0.1	0.7	-2
O/N=C(\CSc1nc2ccccc2[nH]1)c1ccccc1
  8	-0.1	-0.3	-123
O=[N+]([O-])c1ccc(C(O)CN2CCN(C/C=C/c3ccccc3)CC2)cc1 (centres undefined)
  18	0.2	0.3	10
c1ccn2c(c1)nc1nc3nonc3nc12
  18	0.0	-1.8	2
COc1ccc(C2CC(C(F)(F)F)n3nc(C(=O)Nc4ccc(Cl)cc4)c(Cl)c3N2)cc1OC (centres undefined)
  3	0.0	-0.5	3
Cc1ccccc1NS(=O)(=O)c1cc(S(=O)(=O)Nc2ccccc2C)c2cccc3c2c1NC3=O
  19	0.3	-0.1	3
C=CCn1c(SCC(=O)c2cccs2)nnc1-c1ccncc1
  -9	-0.2	-0.3	19
Cc1ccc2c(c1)N(CC(=O)N1CCN(C)CC1)C(=O)CO2
  1	0.9	-1.1	4
O=C(NCc1nc2ccccc2[nH]1)c1cncc(-c2ccc(C(=O)NC3CC3)cc2)c1
  -1	-0.2	0.0	2
COc1ccc(O)c(/C=N/NC(=O)CCCC(=O)N/N=C/c2cc(OC)ccc2O)c1
  -2	-0.8	-0.6	0
Cc1ccsc1S(=O)(=O)N1CCC(CO)(CC2CCCCO2)CC1 (centres undefined)
  3	-0.2	1.9	-8
Cc1cccc(-c2nc3ccccc3c(=O)n2NC(=O)COc2ccc(Cl)cc2Cl)c1
  -1	0.1	-0.7	-5
CN(CCCN1CCCCC1)C(=O)CC1C(=O)NCCN1CC1CCCCC1 (centres undefined)
  -8	0.0	-0.4	-2
CCOC(=O)N1CCN(Cc2nc3c(c(=O)n(C)c(=O)n3C)n2CC(N)=O)CC1
  14	0.5	-0.7	7
CCCCNC(=O)c1ccc2nc(-c3ccc(OC)c(OC)c3)c(-c3ccc(OC)c(OC)c3)nc2c1
  -4	-0.1	0.0	1
O=C(c1ccccc1)N1CC23C=CC(CC2CC12CCCCC2)O3 (centres undefined)
  12	0.1	2.0	2
COc1ccc(C2CC(=O)C3=C(C2)NC(C)=C(C(=O)OC2CCCCC2)C3c2ccncc2)cc1 (centres undefined)
  22	0.3	2.4	-7
N#Cc1ccc(/C=C2/SC(N)=NC2=O)cc1
  12	0.0	-0.4	5
CCOC(=O)c1c(NC(=S)NC(=O)c2ccc(C(=O)c3ccccc3)cc2)sc2c1CCC2
  -8	0.0	0.8	-10
CC(C)CCC1=NN(C(=O)c2ccccc2O)C(O)(C(F)(F)F)C1 (centres undefined)
  0	-0.1	0.2	-12
O=C(COc1ccccc1[N+](=O)[O-])OCC(=O)c1ccccc1Br
  -7	-0.1	2.3	0
COCC(=O)Nc1ccc(Nc2ccc(C)nn2)cc1
  -6	0.1	-1.5	-9
COc1ccc([C@@H](C)NC(=O)CCC2(Cc3cccc4ccccc34)CCC(=O)N2)cc1 (some centres undefined)
  0	0.0	1.1	2
COc1ccc(S(=O)(=O)N2CCC3(CC2)CC(=O)c2ccccc2O3)cc1OC
  -2	-0.2	-0.1	8
CN(C)S(=O)(=O)N(Cc1ccccc1Cl)c1ccccc1
  -9	0.1	-0.4	0
CN1CCN(CC(=O)N(c2ccccc2)c2ccc(O)cc2)CC1
  75*	-0.1	1.7	-3
CC(C)CCC1(C2CCN(C(=O)CCc3nc4ccccc4s3)CC2)NC(=O)NC1=O (centres undefined)
  -4	0.0	-1.1	0
O=C1CC(=O)Nc2cc(S(=O)(=O)NCc3cccnc3)ccc2N1
  -7	0.2	-1.1	1
COCCNc1nc(-c2ccc(C)cc2)ccc1C(=O)Nc1cccc(OC)c1
  -4	0.1	1.3	6
CC(C)NC(=O)c1cnn2c1NC(c1cccs1)CC2C(F)(F)F (centres undefined)
  3	0.0	0.1	3
COc1cc(OC)cc(-c2nc3ccccc3c(=O)n2NC(=O)c2c(F)cccc2F)c1
  9	-0.1	-0.5	12
COc1ccc(S(=O)(=O)Nc2cccc(N(C)S(C)(=O)=O)c2)c(Cl)c1Cl
  5	-0.2	-1.5	9
CON(C)C(=O)c1cc(N(C)C)nc(N(C)C)n1
  -6	-0.2	0.3	10
Cc1nc(N2CCOCC2)c2c(C)c(C(=O)NCC3COc4ccccc4O3)sc2n1 (centres undefined)
  -1	0.1	-0.5	-18
Cc1cnc(-c2cccc(N)c2)nc1NCc1cccc(C(F)(F)F)c1
  -2	0.1	-1.6	10
CCOc1cc(/C=C2\C(=O)Nc3ccccc32)cc(Br)c1OCC(=O)O
  14	0.0	-0.4	3
CCOc1cccc(C(=O)NC2CCCCC2)c1
  -19	-0.2	-0.2	-34
COC(=O)COc1ccc2c(-c3cc4cc(Cl)ccc4oc3=O)cc(=O)oc2c1
  16	0.0	1.2	-12
O=C(CCc1nnc(Cc2c[nH]c3ccccc23)o1)N1CCc2c(Cl)cccc2C1
  13	0.1	-0.3	8
O=C1CN(S(=O)(=O)c2ccc(F)cc2)CC(Cn2c3ccccc3c3ccccc32)O1 (centres undefined)
  16	0.5	-0.4	1
O=S(=O)(c1cccc(C(F)(F)F)c1)c1cnc(-c2ccncc2)nc1-c1ccncc1
  3	0.0	1.2	-5
CCOC(=O)C1=C(c2ccccc2)OC(N)=C(C#N)C1c1ccccc1Cl (centres undefined)
  -12	-0.2	-0.1	3
CCOC(=O)CNS(=O)(=O)c1ccc(OCC)c2ncccc12
  16	-0.1	1.5	-12
CCS(=O)(=O)c1ccc2oc(=O)c(/C=C(\O)c3cccc(Br)c3)nc2c1
  1	0.1	0.3	-3
O=C(NCc1nnc(SCC(=O)N2N=C(c3ccc(Br)cc3)CC2c2ccc(F)cc2)n1-c1ccccc1)c1ccco1 (centres undefined)
  -5	0.2	0.6	8
CCOC(=O)c1cc(-c2ccc(F)cc2)nc2onc(C)c12
  3	0.3	-0.8	2

Part of the list above, in markdown:
| compound | MITF inh | FBW7 act | GPR151 ag | TEAD-YAP inh |
| --- | --- | --- | --- | --- |
| Cc1nc(N2CCOCC2)c2c(C)c(C(=O)NCC3COc4ccccc4O3)sc2n1 (centres undefined) | -1 | 0.1 | -0.5 | -18 |
| CCOc1cccc(C(=O)NC2CCCCC2)c1 | -19 | -0.2 | -0.2 | -34 |
| CCS(=O)(=O)c1ccc2oc(=O)c(/C=C(\O)c3cccc(Br)c3)nc2c1 | 1 | 0.1 | 0.3 | -3 |
| Cc1cnc(-c2cccc(N)c2)nc1NCc1cccc(C(F)(F)F)c1 | -2 | 0.1 | -1.6 | 10 |

(more compounds)
Values in the order – MITF inh	FBW7 act	GPR151 ag	TEAD-YAP inh
O=C(c1ccccc1)c1ccc(COC(=O)C2CC(=O)N(c3ccccc3)C2)cc1 (centres undefined)
  8	-0.1	-0.1	2
CC(=O)NNC(=O)c1c[nH]c2ccccc12
  15	0.3	-0.1	2
O=C(CN1CCCC1)Nc1ccc(-n2cnnn2)cc1
  2	-0.2	-0.4	3
O=c1cc(-c2ccccc2)oc2c1Cc1ccccc1-2
  12	0.0	-2.2	-3
Cc1cccc(-n2c(=O)[nH]c3c(C(N)=O)nc(-c4cccs4)nc32)c1
  6	0.0	-0.9	5
O=C(CSc1nnnn1-c1ccc(F)cc1)Nc1nccs1
  5	-0.1	-1.1	-4
Cc1ccc(Cn2cc(-c3ccccc3)ccc2=O)cc1
  5	0.1	0.2	-2
CCCS(=O)(=O)N1CCN(Cc2nc3ccccc3[nH]2)CC1
  67*	-0.4	-1.1	-7
CC(C)(C)c1ccc(CNC(=O)c2ccc(Oc3ccccc3)cc2)cc1
  7	0.0	-0.3	3
COc1ccc(-c2cncc(C(N)=O)c2)cc1
  -12	0.2	1.3	4
Cc1ccc(/C=C2\N=C(c3cccc(Br)c3)OC2=O)cc1
  -10	-0.1	-1.6	-1
COc1ccc(-c2cnn3c(N4CCC(O)CC4)ccnc23)cn1
  4	-0.2	-1.2	-49
O=C(CSc1nc2ccccc2c(=O)n1CC1COc2ccccc2O1)c1ccc(Cl)cc1 (centres undefined)
  6	0.2	-1.3	1
CC(=NCCNc1ccc(Cl)nc1)NC#N
  10	-0.1	1.4	0
Cc1ccccc1NC(=O)CSc1nc(-c2ccco2)nc2c1c(=O)n(C)c(=O)n2C
  0	0.1	-0.5	8
O=C(COC(=O)c1cc2ccccc2cc1O)c1ccc([N+](=O)[O-])cc1
  12	-0.2	0.0	8
c1cncc(CNc2ccn3ncc(-c4cccc5cccnc45)c3n2)c1
  14	0.1	0.2	-1
CC(C)(CO)NC(=O)CCC1(Cc2ccc3ccccc3c2)CCC(=O)N1 (centres undefined)
  5	-0.1	-0.5	-14

Screens (PubChem)
